# zVAD death inh = blocks zVAD induced death of L929 cells | AID 1377 | viability rescue, % at 10 µM | 0.38% of 220,000 active | L929 zVAD necroptosis rescue, ATP luminescence, 24 h; with zVAD 60 µM;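 active = activation, scaled between plate controls, above about 75%, limit read from the data; inactive = activation under that limit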;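 note: 0% = zVAD with DMSO and 100% = DMSO alone without zVAD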
# Hck-Nef inh = inhibitors of human Hck kinase activated by Nef; P08631; Recombinant Hck-YEEI plus Nef, Z-Lyte FRET kinase assay; inhibition, % at 20 µM; 0.68% of 220,000 active;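 active = Hck-Nef kinase inhibition above about 50%, limit read from the data; inactive = inhibition below that limit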;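 note: 0% = DMSO with Hck plus Nef and 100% = Hck alone without Nef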
# Target sequence (P08631 whole entry, looked up): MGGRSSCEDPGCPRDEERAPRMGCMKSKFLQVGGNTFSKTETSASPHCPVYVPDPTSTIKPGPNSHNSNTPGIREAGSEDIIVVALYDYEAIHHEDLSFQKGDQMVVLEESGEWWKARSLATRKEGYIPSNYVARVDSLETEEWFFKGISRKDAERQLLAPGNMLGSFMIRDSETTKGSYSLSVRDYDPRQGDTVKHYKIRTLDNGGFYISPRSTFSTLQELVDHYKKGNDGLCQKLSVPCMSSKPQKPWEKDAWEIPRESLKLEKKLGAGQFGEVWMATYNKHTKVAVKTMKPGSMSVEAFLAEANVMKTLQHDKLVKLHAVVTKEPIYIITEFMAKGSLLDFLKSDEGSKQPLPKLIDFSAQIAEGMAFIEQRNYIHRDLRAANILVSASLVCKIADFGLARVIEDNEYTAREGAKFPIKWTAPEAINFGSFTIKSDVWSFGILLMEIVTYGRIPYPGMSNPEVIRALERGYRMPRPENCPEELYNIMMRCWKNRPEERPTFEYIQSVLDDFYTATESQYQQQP
# 14-3-3 Bad PPI = disrupts binding of bovine 14-3-3 zeta to phospho-Bad peptide | 0.71% of 220,000 active | inhibition, % at 21.7 µM | TR-FRET 14-3-3zeta/Dy647-pBad peptide displacement, 1 h | AID 781 | P63103;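 active = inhibition above about 70%, limit read from the data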;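 note: 0% = full 14-3-3 plus peptide FRET controls and 100% = background without 14-3-3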
# Target sequence (P63103 whole entry, looked up): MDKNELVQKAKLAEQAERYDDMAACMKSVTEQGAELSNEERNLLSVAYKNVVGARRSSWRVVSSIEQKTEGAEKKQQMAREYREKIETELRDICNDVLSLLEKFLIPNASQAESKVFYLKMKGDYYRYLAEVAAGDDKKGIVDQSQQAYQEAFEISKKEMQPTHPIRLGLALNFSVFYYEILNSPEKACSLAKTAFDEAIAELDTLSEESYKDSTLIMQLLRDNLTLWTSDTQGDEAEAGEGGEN
# EP2 antag = blocks the human prostaglandin E2 receptor EP2; P43116; C6 glioma cells expressing human EP2, cAMP TR-FRET; cells stimulated with saturating PGE2; inhibition, % at 25 µM; 0.52% of 260,000 active; AID 1422;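 active = percent inhibition above 40 after rounding to a whole number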;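 note: rat C6 glioma host cells with rolipram phosphodiesterase inhibitor present; the protocol text gives 20 µM as final concentration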
# EP2 modulator = modulates human prostaglandin E2 receptor EP2 signaling; EP2-expressing cells, cAMP HTRF FRET, PGE2 co-stimulation; induction, % at 25 µM; 0.83% of 260,000 active;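 active = compounds whose cAMP rise, as percent of the full-agonist control response, exceeds 60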;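 note: rat C6 glioma line stably carrying human EP2 under a CMV promoter; the protocol text gives 20 µM as final concentration; 100% = response of wells given 1 µM PGE2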
# eIF4E-4G inh = eIF4E/eIF4G interaction inhibition in translation initiation; P63073+Q04637; TR-FRET eIF4E-eIF4GI(517-606) binding, 2 h; inhibition, % at 21.7 µM; 0.37% of 220,000 active; AID 782;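 active = inhibition above about 30%, limit read from the data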;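 note: 0% = full FRET control wells and 100% = background wells lacking eIF4GI fragment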
# TbHK1 inh = blocks Trypanosoma brucei hexokinase 1 activity. recombinant TbHK1, G6PDH-coupled NADH A340. inhibition, % at 10 µM. 0.11% of 220,000 active. AID 1430;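 active = inhibition of 50% or more in the single-dose primary screen; inactive = inhibition below 50%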
# Rad51 HR inh = Rad51 (human) homologous recombination inhibition; 0.085% of 200,000 active; hRad51 DNA strand exchange, fluorescence dequenching; inhibition, % at 10 µM; Q06609; AID 1385;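 active = inhibition above 40% at the single screening dose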;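 note: 0% = DMSO control wells and 100% = blanks with heterologous ssDNA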
#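 System: hRad51 filaments on single-stranded DNA; reagent: Fluorescein- and BHQ1-tagged 47-mer duplex; compound dosing: one concentration, 10 µM final; timing: filaments 15 min 37 °C, then compound 30 min; measured by: fluorescein emission 520 nm, excitation 485 nm; benchmarks: per-plate controls and blanks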
# m-calpain inh = blocks pig calpain II enzyme activity; inhibition, % at 16 µM; 0.37% of 220,000 active; purified calpain II, fluorogenic peptide substrate, 30 min;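 active = inhibition above about 50%, limit read from the data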
# * = called active by the depositor; i = inactive; · = not tested or not shown; [ ] = another dose, or the depositor's remark.
cpd	Compound	Hck-Nef inh	EP2 modulator	zVAD death inh	Rad51 HR inh	EP2 antag	TbHK1 inh	14-3-3 Bad PPI	eIF4E-4G inh	m-calpain inh
1	C=CCCCCc1nc2ccccc2c(=O)n1N	8	26	0.4	·	16	-3	-2	8	1
2	N#Cc1ccc(/C=C\c2nccc3c2[nH]c2ccccc23)cc1	57*	-7	17	-107	4	-3	31	-4	-92
3	CC(=O)c1c(C)[n+]([O-])c2ccc3c(non3O)c12	-33	13	0.3	-3	1	14	-5	2	10
4	Cn1c(=O)c2c(nc(N3CCOCC3)n2CCCNC2=NCCC2)n(C)c1=O	0	21	0.5	4	15	-6	-6	1	-21
5	C=CCc1cc(Cl)ccc1OCCOCCNCCOC	1	-32	-0.3	-5	7	14	0	-3	-5
6	CCOc1ccc(NC(=O)[C@@H](NC(=O)OCc2ccccc2)[C@@H](C)CC)cc1	8	41	0.2	4	3	10	4[fluorescence artefact?]	22[fluorescence artefact?]	-4
7	COc1ccc(NC(C)=O)cc1NC(=O)CCn1c(=O)sc2ccccc21	12	-26	-0.1	·	8	-2	10	7	-1
8	CCOC(=O)c1sc2nc(CSc3ccccc3)nc(NCCN(C)C)c2c1C	0	-42	3.4	8	3	-8	-12	2	-10
9	N#Cc1nc(Cc2ccccc2)oc1NCCc1ccccc1	4	-22	-0.7	-3	3	6	-5	7	-12
10	Cc1ccc2nc(NC(=O)C3CCN(S(=O)(=O)c4cccc5nsnc45)CC3)sc2c1	1	-6	4.9	2	8	-2	14	-5	4
11	COCCn1c(C(C)C)nc2oc3ccccc3c(=O)c2c1=O	0	26	1.4	-2	4	-13	2	-3	19
12	CN1CCN(C(=O)CSc2nc(-c3ccncc3)ccc2C#N)CC1	-3	-11	1.3	1	8	-43	-9	6	-3
13	O=C(Cc1c(O)c2ccccc2[nH]c1=O)NC1CCCCCC1	-10	1	-1.0	2	-1	3	-4[fluorescence artefact?]	18	-29
14	CN(c1ccccc1)S(=O)(=O)c1ccc(C(=O)Nc2nnc(-c3ccc(F)cc3)o2)cc1	4	3	-0.1	-2	18	2	-11	-4	-69
15	Cc1ccc(S(=O)(=O)NCCC(=O)Nc2cccc(Cl)c2)cc1	3	-50	2.5	·	19	22	-6[fluorescence artefact?]	-1	-4
16	Cc1ccc(C=Nc2ccccc2C(N)=O)cc1	2	14	-0.6	2	8	-15	1	6[fluorescence artefact?]	i
17	COc1ccc(-n2cc(-c3ccccc3)c3c(N4CCOCC4)ncnc32)cc1	24	9	0.4	-24	7	-7	-11	4	-8
18	CCOc1nonc1C(=N)/C(C(C)=O)=C(\C)O	1	-7	0.2	0	10	-9	0	-7	-7
19	CC1CCCCN1C(=O)c1cc(-c2ccc(Cl)c(Cl)c2)on1 (stereo not given)	1	-27	1.7	·	·	3	3	4	49
20	Cc1c(-c2ccnc3cc(C(=O)O)nn23)cnn1C	22	5	0.7	6	8	-14	10	23	i
21	COc1cc(C2C(C#N)=C(N)OC3=C2C(=O)CC(C)(C)C3)c([N+](=O)[O-])cc1OC (stereo not given)	12	12	0.5	·	·	-17	13[fluorescence artefact?]	7	-96
22	CCN(CC)c1ccc(/C=C(\C#N)C(N)=O)cc1	20	-14	2.3	-4	3	-5	8	-3	10
23	O=C(Nc1cc(N2CCOCC2)ncn1)NC1(C(F)(F)F)Oc2ccccc2O1	5	8	0.4	-4	14	1	-8[fluorescence artefact?]	-2	-13
24	c1ccc(-n2c(Cc3cn4ccsc4n3)nnc2N2CCOCC2)cc1	1	23	0.0	-13	7	-4	-9	4	-18
25	O=C(Oc1ccccc1C(=O)N1CCOCC1)c1ccc(Br)cc1	-2	14	-1.1	6	4	-8	6	3	5

# Of the compounds above, 2 contain two or more sulfur atoms:
cpd	Compound	Hck-Nef inh	EP2 modulator	zVAD death inh	Rad51 HR inh	EP2 antag	TbHK1 inh	14-3-3 Bad PPI	eIF4E-4G inh	m-calpain inh
8	CCOC(=O)c1sc2nc(CSc3ccccc3)nc(NCCN(C)C)c2c1C	0	-42	3.4	8	3	-8	-12	2	-10
10	Cc1ccc2nc(NC(=O)C3CCN(S(=O)(=O)c4cccc5nsnc45)CC3)sc2c1	1	-6	4.9	2	8	-2	14	-5	4

# From compound 23 as far as 25, copied from above:
cpd	Compound	Hck-Nef inh	EP2 modulator	zVAD death inh	Rad51 HR inh	EP2 antag	TbHK1 inh	14-3-3 Bad PPI	eIF4E-4G inh	m-calpain inh
23	O=C(Nc1cc(N2CCOCC2)ncn1)NC1(C(F)(F)F)Oc2ccccc2O1	5	8	0.4	-4	14	1	-8[fluorescence artefact?]	-2	-13
24	c1ccc(-n2c(Cc3cn4ccsc4n3)nnc2N2CCOCC2)cc1	1	23	0.0	-13	7	-4	-9	4	-18
25	O=C(Oc1ccccc1C(=O)N1CCOCC1)c1ccc(Br)cc1	-2	14	-1.1	6	4	-8	6	3	5

# Remaining list, next part.
cpd	Compound	Hck-Nef inh	EP2 modulator	zVAD death inh	Rad51 HR inh	EP2 antag	TbHK1 inh	14-3-3 Bad PPI	eIF4E-4G inh	m-calpain inh
26	COc1ccc(OC)c2[nH]c(=O)c(CCNC(=O)c3ccc(S(=O)(=O)N(C)C)cc3)cc12	1	18	0.2	·	·	-8	-5	-1	5
27	CC1(C)Cc2ccccc2-c2nnc(-c3ccccc3)n21	0	33	-0.1	3	4	2	-7	-2	7
28	Cc1ccc(N2CCN(C(=O)CNS(=O)(=O)c3ccc(Br)s3)CC2C)cc1 (stereo not given)	1	17	0.1	·	·	2	0	3	0
29	CCSc1nnc(NC(=O)CSc2nc3c(c(=O)n2-c2ccccc2)SCC3)s1	45	12	0.8	1	2	-11	2	5	-31
30	CCCCc1ccc(C2C(C#N)=C(N)SC(N)=C2C#N)s1	4	26	0.4	-1	8	2	-5	1	22
31	Brc1ccc(-c2cn3nc4c(nc3n2)CCCC4)cc1	2	19	1.2	-3	9	-8	-5	0	-170
32	O=c1c2cnn(-c3ccccc3)c2nc(-c2ccco2)n1-c1ccccc1	0	46	0.9	-15	3	-19	59	-7	-49
33	CN(CC1COc2ccccc2O1)C(=S)Nc1ccccc1F (stereo not given)	1	5	0.7	6	4	-1	-7	-1[fluorescence artefact?]	7
34	O=C(COc1ncnc2sccc12)N1CCN(c2ccccc2)CC1	18	-24	0.1	1	2	9	-1	-3	-5
35	C=COCCn1c(-c2nonc2N)nc2ccccc21	1	44	-0.1	-3	11	0	-8	-9	2
36	Cc1ccccc1COc1ccc(/C=C(\C#N)C(N)=O)cc1	11	-10	0.7	-8	9	-11	-4	0	4
37	Cc1cccc(NC(=O)/C(=C\c2ccco2)NC(=O)c2ccccc2)c1	3	39	-0.2	-11	6	-37	-6	-7	-25
38	N#Cc1nc(COc2ccc(Cl)cc2)oc1N1CCCC1	1	-4	0.0	8	16	2	54	-6	34
39	C/C(=N\O)C(=O)NCc1ccncc1	1	9	1.3	·	11	-2	-3	-1	4
40	COc1ccccc1CN1C(=S)SC(C)(C)C1NO (stereo not given)	0	0	0.4	-5	4	3	-1[fluorescence artefact?]	1[fluorescence artefact?]	-23
41	CN1C(=O)CSC1=NCC12CC3CC(CC(C3)C1)C2	-9	50	0.1	-2	-8	27	-3	-1	18
42	COc1ccccc1/C=C/C1(C(=O)NC2CCCC2)CC(=O)N1c1ccc(F)cc1 (stereo not given)	3	50	-0.2	5	1	2	-1	-2[fluorescence artefact?]	-10
43	CCCn1c(SCC(=O)N2CCCCC2)nnc1-c1ccco1	1	2	-0.1	-2	16	-2	4	0	-1
44	CN(CCCNC(=O)c1cc2c(Cl)nc3ccccc3c2s1)Cc1ccccc1	13	-53	6.9	35	4	11	-10	-5	-17
45	Nc1nc(Cl)cc(N2CCCC2)n1	14	10	41	0	-2	-8	-10	0	-14
46	Cc1cc(/C=C2/NC(=O)N(Cc3ccccc3F)C2=O)c(C)n1-c1ccccn1	3	2	0.0	·	9	-4	-14	-5[fluorescence artefact?]	2
47	Clc1ccc(-c2nc(N3CCCCC3)nc3ccccc23)cc1	3	40	1.2	-9	13	3	-1	1	-21
48	COCCCNC(=O)c1ccccc1Sc1ccc(NC(C)=O)nc1	27	25	16	0	5	-4	-4	4	-1
49	CCC(=O)NC(c1ccc(OC)cc1)c1cc(Cl)c2cccnc2c1O (stereo not given)	10	0	11	·	5	-1	-11	-1	-4
50	Cn1c(Sc2ccc(Br)cc2)c(C=O)c2ccccc21	1	11	0.1	10	18	-2	-6	4[fluorescence artefact?]	23
51	CCOC(=O)c1ccc(S(=O)(=O)N(CCO)Cc2cc3cc(OC)c(OC)cc3[nH]c2=O)cc1	26	3	-0.4	-11	6	-33	1	2	-20
52	CC(=O)N(C)C1(c2nnnn2CCOC(=O)Nc2ccc(Cl)cc2)CCCCC1	1	-1	0.5	-5	14	-9	-1[fluorescence artefact?]	-1[fluorescence artefact?]	-35
53	O=C1C=C(NCc2ccccc2)CCC1	4	4	4.8	1	5	-5	-2	3	-14
54	CCC(C(=O)Nc1ncccn1)(C(F)(F)F)C(F)(F)F	-1	31	-0.1	-3	14	3	-15	-2	-16
55	CC1CC(C)CN(C(=O)CSCC(=O)O)C1 (stereo not given)	6	6	-0.2	·	7	-8	1	-2	34
56	O=C(COC(=O)/C=C/c1ccc(F)cc1)Nc1ccccc1-c1ccccc1	4	-30	1.5	·	4	-9	2[fluorescence artefact?]	2	2
57	O=c1[nH]c2cc3c(cc2cc1CN(Cc1ccccc1)Cc1nnnn1Cc1ccco1)OCCO3	2	-1	0.2	-42	17	-1	-5	-2	-141

# Entries listed so far with an aryl thioether with sulfur outside any ring, in the order listed:
cpd	Compound	Hck-Nef inh	EP2 modulator	zVAD death inh	Rad51 HR inh	EP2 antag	TbHK1 inh	14-3-3 Bad PPI	eIF4E-4G inh	m-calpain inh
8	CCOC(=O)c1sc2nc(CSc3ccccc3)nc(NCCN(C)C)c2c1C	0	-42	3.4	8	3	-8	-12	2	-10
12	CN1CCN(C(=O)CSc2nc(-c3ccncc3)ccc2C#N)CC1	-3	-11	1.3	1	8	-43	-9	6	-3
29	CCSc1nnc(NC(=O)CSc2nc3c(c(=O)n2-c2ccccc2)SCC3)s1	45	12	0.8	1	2	-11	2	5	-31
43	CCCn1c(SCC(=O)N2CCCCC2)nnc1-c1ccco1	1	2	-0.1	-2	16	-2	4	0	-1
48	COCCCNC(=O)c1ccccc1Sc1ccc(NC(C)=O)nc1	27	25	16	0	5	-4	-4	4	-1
50	Cn1c(Sc2ccc(Br)cc2)c(C=O)c2ccccc21	1	11	0.1	10	18	-2	-6	4[fluorescence artefact?]	23

# Not all compounds are listed; the hit share may differ from the screen's.
